From PubChem
H9c2 TAG inh: inhibitors of triacylglycerol accumulation, primary screen, cell-based, uHTS, fluorescence, H9c2 | H9c2 cells, Nile Red lipid (TAG) fluorescence; cells loaded with 200 µM oleic acid | inhibition, % at 12.5 µM | 230,000 tested, 0.66% active | AID 651582, 2012;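 active = pattern-corrected inhibition of lipid staining of at least 50% with the nuclear-stain viability signal not falling by more than 50%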;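 also: 0% = DMSO wells and 100% = triacsin C control wells; some results filed as inactive read as strong as hits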
H9c2 TAG inh DAPI viability: further read-out of H9c2 TAG inh, marked with its call; DAPI nuclei signal change (viability), lower = more cytotoxic, %;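 whole-well DAPI fluorescence read on a plate reader as a viability signal; minus 50 percent equals half of cells still viable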
An asterisk follows results filed as active; & = joins results of further samples. Only part of the results is shown; count on the stated rates, not on these rows.

Values run as follows: H9c2 TAG inh DAPI viability	H9c2 TAG inh
1	CN=c1scc(-c2ccccc2F)n1/N=C(\C)c1cccnc1
 : 0	-27
2	CC(Sc1nnc(N)s1)C(=O)Nc1ccc2c(c1)OCCO2 (stereo not drawn)
 : 4	-10
3	COc1cccc(Oc2ccc(S(=O)(=O)N3CCOCC3)cc2[N+](=O)[O-])c1
 : 8	-2
4	COc1ccc2[nH]c(-c3ccc(C)cc3)cc(=O)c2c1
 : 12	7
5	NC(=O)C1CCN(CC(=O)Nc2cc(S(=O)(=O)N3CCOCC3)ccc2N2CCCC2)CC1
 : -4	-7
6	COc1ccccc1-n1c(CNC(=O)c2ccco2)nnc1SCC(=O)Nc1nccs1
 : -1	6
7	Cc1nc([N+](=O)[O-])c(NCCCO)n1Cc1ccccc1
 : 1	10
8	CCCN1Cc2cccc(C(=O)NC(CC(=O)OCC)c3ccc(OCC)c(OC)c3)c2C1=O (stereo not drawn)
 : 2	6
9	Cc1ccc(NC(=S)N(CCN2CCOCC2)Cc2ccccc2F)cc1Cl
 : 6	-2
10	CCCCn1c(N)c(N(CC(C)C)C(=O)CCNC(=O)c2ccc(Cl)cc2)c(=O)[nH]c1=O
 : 3	-12
11	O=C(c1cccc(S(=O)(=O)N2CCN(c3ccc(F)cc3)CC2)c1)N1CCCC(C(F)(F)F)C1 (stereo not drawn)
 : 0	-21
12	C=CCNC(=O)COC(=O)c1ccc(Cl)c(S(N)(=O)=O)c1
 : -15	7
13	CCCC12CN(C(=O)c3ccc(OC)cc3)CC(C)(CN(C(=O)c3ccc(OC)cc3)C1)C2=O
 : 3	-10
14	CC(C(=O)OCC(=O)Nc1ccc(S(=O)(=O)N2CCCCC2)cc1)N1C(=O)c2ccccc2C1=O (stereo not drawn)
 : 1	3
15	COc1ccc(Nc2ncc3c(n2)CC(c2ccc(C)cc2)CC3=O)cc1 (stereo not drawn)
 : 0	24

Down the list, from the results shown.
H9c2 TAG inh DAPI viability for entries 4 to 14: 12, -4, -1, 1, 2, 6, 3, 0, -15, 3, 1

(further entries)
Values run as follows: H9c2 TAG inh DAPI viability	H9c2 TAG inh
16	COc1ccc(-c2sc3cc(OC)c(OC)cc3c2C#CCO)cc1
 : 54	15
17	Cc1ccc(/C=N/Nc2ccc(C(=O)O)cc2)o1
 : -6	5
18	CC1(C)Cc2ccccc2-c2[nH]c(=S)[nH]c(=O)c21
 : 2	15
19	FC(F)(F)c1ccc2c3n(nc2c1)CCN=C3c1ccc(Cl)cc1
 : -6	-17
20	CCN(CC)C(=O)Cn1nnc(-c2ccc(C)o2)n1
 : 0	-3
21	CCOC(=O)N1CCN(c2nc(-c3ccc(F)cc3)cs2)CC1
 : -13	-24
22	O=C1OCc2cc(NC(=O)C34CC5CC(CC(C5)C3)C4)ccc21
 : 1	0
23	COc1cc2c(cc1OC)CN(C(=O)c1cc(S(=O)(=O)N3CCOCC3)c(Cl)cc1Cl)CC2
 : -5	8
24	O=C(COC(=O)Cc1ccc(S(=O)(=O)N2CCOCC2)s1)Nc1ccc2c(c1)OCO2
 : -4	7
25	CCc1ccc(NC(=O)CSc2nc(CSc3ccc(C)cc3)cc(=O)[nH]2)cc1
 : 2	0
26	COc1ccc(-c2sc3ccccc3c2-c2ccc(OCCN(C)C)cc2)cc1
 : -26*	63*
27	Cc1ccc(S(=O)(=O)NCCN2CCOCC2)s1
 : -4	-22
28	Cc1cccc(NC(=O)C2CCN(C(=O)c3ccc(F)cc3)CC2)n1
 : 5	5
29	C=CCNC(=O)COc1ccc(S(=O)(=O)Nc2ccc(OCC)cc2)cc1
 : -1	-9
30	Cc1ccc2c(c1)N(CCCC(=O)NCCCN1CCCCC1)C(=O)CO2
 : 9	9

Laid out differently: 2 of the compounds above
[23] COc1cc2c(cc1OC)CN(C(=O)c1cc(S(=O)(=O)N3CCOCC3)c(Cl)cc1Cl)CC2
  H9c2 TAG inh DAPI viability = -5
  H9c2 TAG inh = 8

[24] O=C(COC(=O)Cc1ccc(S(=O)(=O)N2CCOCC2)s1)Nc1ccc2c(c1)OCO2
  H9c2 TAG inh DAPI viability = -4
  H9c2 TAG inh = 7

As entered above:
compound 20 @ H9c2 TAG inh DAPI viability: 0
compound 30 @ H9c2 TAG inh: 9
compound 27 @ H9c2 TAG inh DAPI viability: -4
compound 17 @ H9c2 TAG inh DAPI viability: -6
compound 26 @ H9c2 TAG inh DAPI viability: -26*
compound 21 @ H9c2 TAG inh: -24
compound 19 @ H9c2 TAG inh DAPI viability: -6

More records.
Values run as follows: H9c2 TAG inh DAPI viability	H9c2 TAG inh
31	OC[C@@H]1CN(Cc2cccnc2)C[C@H](n2cnc3c(N4CCCC4)ncnc32)O1
 : -1	8
32	O=C(C1=C[C@H](c2ccccc2)C[C@H](OCc2ccc(CO)cc2)O1)N1CCN(Cc2ccc3c(c2)OCO3)CC1
 : -1	-18
33	c1ccc2c(-c3c[nH]c4ccccc34)c3ccccc3nc2c1
 : 7	-34
34	CC(C)NC(=O)CN1CCN(Cc2nc(-c3cccs3)no2)CC1
 : 8	-1
35	Cc1ccc2c(c1)c1c(n2CC(O)CN2CCC(C)CC2)CCCC1 (stereo not drawn)
 : 3	9
36	Nc1c2c(nc3ccccc13)CCCC2
 : 4&-11	12&5
37	C#CCOCCOCCOCCNc1nc(N2CCN(C(=O)C([C@@H](C)O)n3cc([C@@H](N)CCCCN)nn3)CC2)nc(N2CCN(C(=O)[C@H](CCCN=C(N)N)n3cc(C(N)[C@@H](C)CC)nn3)CC2)n1 (stereo partly drawn)
 : 21	-5
38	COc1ccccc1NCCC(=O)OCC(=O)NC1CC1
 : -10	-4
39	Cc1ccc(C(=O)NS(=O)(=O)c2ccc(C)cc2)cc1
 : 2	-5
40	Cc1ccc(CCNS(=O)(=O)c2c(C)nc3sccn3c2=O)cc1
 : -2	-9
41	CC(=O)N(c1cc(C)ccc1C)c1ccccc1[N+](=O)[O-]
 : 2	10
42	COc1ccccc1N1C(=O)C2C(C(=O)c3ccccc3)=NN(c3ccccc3)C2C1=O (stereo not drawn)
 : 1	2
43	O=C(CSc1nccn1Cc1ccc(F)cc1)NC1CCCCC1
 : 3	-10
44	CC12CCC(C/C1=N/NC(=O)COc1ccccc1Cl)C2(C)C (stereo not drawn)
 : 2	-2
45	COc1ccccc1OCC(=O)NCC1CCCN(C(=O)c2cccc(C)c2)C1 (stereo not drawn)
 : 3	-3
46	CCCNC(=O)C1(C)CCN(C(=O)c2ccc(F)cc2Cl)C1 (stereo not drawn)
 : 8	2
47	CCOC(=O)C1=C(CC)Nc2ccccc2N/C1=N\S(=O)(=O)c1ccc2ccccc2c1
 : 7	1
48	O=C(CNC(=O)c1ccccc1)OCc1ccc([N+](=O)[O-])cc1
 : -8	0
49	CCOCCn1c(N2CCN(c3ccc(OC)cc3)CC2)nc2c1c(=O)[nH]c(=O)n2C
 : -3	15
50	CCOc1ccccc1N1CC(C(=O)NCCC2=CCCCC2)CC1=O (stereo not drawn)
 : -9	11
51	COc1ccc(-c2csc(-c3cccs3)n2)cc1OC
 : -5	-5
52	O=C(Cn1c(-c2ccccc2)c[n+]2ccsc12)c1ccc(Br)cc1
 : 19	3
53	Cc1ccc2c(c1)c1c(n2CC(O)Cn2c(C)nc3ccccc32)C(=O)CCC1 (stereo not drawn)
 : 11	-22
54	Cc1ccc(CSCC(=O)Nc2cc(S(=O)(=O)N3CCOCC3)ccc2OC(C)C)cc1
 : -5	9
55	CCc1ccccc1NC(=O)c1ccc(-n2c(C)ccc2C)cc1
 : -4	8
56	Cc1sc(NC(=O)c2ccco2)c(C(c2cccnc2)N2CCN(c3ccc(F)cc3)CC2)c1C (stereo not drawn)
 : 10	-4
57	COc1ccc(-c2cc(=Nc3c(C)n(C)n(-c4ccccc4)c3=O)c3ccccc3o2)cc1
 : 108	-2
58	CC1(C(=O)NC2CCN(Cc3ccccc3)CC2)CCN1Cc1cc2ccccc2o1 (stereo not drawn)
 : 22	-7
59	CCCCn1c(N)c(N(CC(C)C)C(=O)C2CCN(S(=O)(=O)c3ccc(OCC)cc3)CC2)c(=O)[nH]c1=O
 : -4	9
60	CCN1CCCC1Cn1cnc2c([nH]c3cccc(Cl)c32)c1=O (stereo not drawn)
 : 8	4

Filtered by structure, those above containing a thiophene ring, fused or not.
Values run as follows: H9c2 TAG inh DAPI viability	H9c2 TAG inh
16	COc1ccc(-c2sc3cc(OC)c(OC)cc3c2C#CCO)cc1
 : 54	15
24	O=C(COC(=O)Cc1ccc(S(=O)(=O)N2CCOCC2)s1)Nc1ccc2c(c1)OCO2
 : -4	7
26	COc1ccc(-c2sc3ccccc3c2-c2ccc(OCCN(C)C)cc2)cc1
 : -26*	63*
27	Cc1ccc(S(=O)(=O)NCCN2CCOCC2)s1
 : -4	-22
34	CC(C)NC(=O)CN1CCN(Cc2nc(-c3cccs3)no2)CC1
 : 8	-1
51	COc1ccc(-c2csc(-c3cccs3)n2)cc1OC
 : -5	-5
56	Cc1sc(NC(=O)c2ccco2)c(C(c2cccnc2)N2CCN(c3ccc(F)cc3)CC2)c1C (stereo not drawn)
 : 10	-4

Other results follow:
Values run as follows: H9c2 TAG inh DAPI viability	H9c2 TAG inh
61	CCc1nnc(NC(=O)CSc2nnc3c(n2)[nH]c2ccccc23)s1
 : 2	4
62	O=C1C(Cc2ccccc2)Nc2ncnc(N3CCOCC3)c2N1Cc1ccccc1 (stereo not drawn)
 : 9	-55
63	CCC(=O)N1CCCC1(C)C(=O)Nc1ccc2c(c1)CCN2C(C)=O (stereo not drawn)
 : 1	-7
64	CN(C)CCNC(=O)c1cccc(NS(=O)(=O)c2ccc(Cl)c(Cl)c2)c1
 : -9	-9
65	CCOC(=O)N1CCN(C(=O)c2ccc(NS(=O)(=O)c3ccc4[nH]c(=O)[nH]c4c3)cc2)CC1
 : 1	15
66	CC(C)C[C@@H](CN)NC(=O)c1nc[nH]c1C(=O)N[C@@H](Cc1ccccc1)C(=O)CNC[C@H](C)NC(=O)c1nc[nH]c1C(=O)N[C@@H](CC(=O)O)C(=O)O
 : 2	3
67	Cc1ccccc1NC(=O)c1ccc(F)c(S(=O)(=O)N2CCCCC2)c1
 : -1	9
68	COc1ccccc1Nc1cc2cc(Br)ccc2c(=O)[nH]1
 : -4	17
69	C=CCOc1ccc(CNc2nn[nH]n2)cc1
 : 2	-1
70	Cc1cccnc1NC(=O)c1ccc(S(=O)(=O)N2CC(C)OC(C)C2)cc1 (stereo not drawn)
 : -5	2
71	COc1ccc(C(=O)COC(=O)c2cc(S(=O)(=O)NCc3ccccc3)ccc2O)cc1
 : 30	-14
72	CS(=O)(=O)Nc1ccc(C(=O)NC2CCCCC2)cc1
 : 1	3
73	Cc1cccc(Nc2ncc3c(n2)CC(c2ccco2)CC3=O)c1 (stereo not drawn)
 : 11	-10
74	COc1ccc(CNC(=S)N/N=C(/C)c2ccccc2)cc1
 : 2	-14
75	CCC(C)NC(=O)CS(=O)(=O)Cc1nc(-c2cccc(OC)c2)oc1C (stereo not drawn)
 : 0	13
76	Cn1c(=O)n(Cc2ccccc2)c(=O)c2c1nc1n2CCCN1C1CCCCC1
 : 3	-11
77	CN(Cc1ccccc1)C(=O)C(C(=O)c1ccc(F)cc1)n1cc(Cl)ccc1=O (stereo not drawn)
 : -2	-3
78	Clc1ccc(Nc2ncnc3c2cnn3-c2ccccc2)cc1
 : 22	-25
79	CCOC(=O)C1=C(C)N=c2s/c(=C\c3ccc(OCC(=O)O)cc3)c(=O)n2C1c1ccc(Cl)cc1 (stereo not drawn)
 : 5	-6
80	CCCC1(CCC)NC(=O)N(CC(=O)Nc2ccc3c(c2)OCCO3)C1=O
 : 4	-29
81	O=C(CSc1ccc(-c2cccnc2)nn1)N1CCCCC1
 : -5	3
82	CC1CC(C)CN(C(=O)COC(=O)c2cc3ccccc3oc2=O)C1 (stereo not drawn)
 : 2	2
83	Cc1ccc2c(Cl)c(Cc3ccccc3)c(=S)[nH]c2n1
 : -4	-2
84	O=C(COC(=O)c1cccnc1)Nc1cccc(Cl)c1
 : 7	-9
85	Cc1ccc(C2=CSC3=NCCN23)cc1
 : -8	4
86	O=C(NC(=S)NCc1ccccc1)c1ccccc1
 : 7	-19
87	COCCn1c(-c2ccc(-c3ccc([N+](=O)[O-])cc3Br)o2)nc2c1c(=O)[nH]c(=O)n2CC(C)C
 : -7	20
88	CCOc1ccccc1N(CC(=O)Nc1ccccc1C(=O)O)S(C)(=O)=O
 : -4	-2
89	N#C/C(=C\Nc1ccccc1SC(F)(F)F)c1nc(-c2ccccc2)cs1
 : -15	29
90	COc1ccc(COC(=O)c2cc([N+](=O)[O-])ccc2N2CCOCC2)cc1F
 : -49	47
91	CNS(=O)(=O)c1cccc(C(=O)OCc2cc(Cl)cc3c2OCOC3)c1
 : -15	2
